# L929 necroptosis = blocks zVAD induced death of L929 cells. L929 zVAD necroptosis rescue, ATP luminescence, 24 h; with zVAD 60 µM. viability rescue, % at 10 µM. 220,000 tested, 0.38% active. AID 1377;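 active means activation, scaled between plate controls, above about 75%, limit read from the data; inactive means activation under that limit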;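 further: 0% = zVAD with DMSO and 100% = DMSO alone without zVAD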
# Hck-Nef inh = inhibitors of human Hck kinase activated by Nef; 220,000 tested, 0.68% active; Recombinant Hck-YEEI plus Nef, Z-Lyte FRET kinase assay; AID 463187; inhibition, % at 20 µM; P08631;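 active means Hck-Nef kinase inhibition above about 50%, limit read from the data; inactive means inhibition below that limit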;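 further: 0% = DMSO with Hck plus Nef and 100% = Hck alone without Nef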
# Target sequence (P08631 whole entry, looked up): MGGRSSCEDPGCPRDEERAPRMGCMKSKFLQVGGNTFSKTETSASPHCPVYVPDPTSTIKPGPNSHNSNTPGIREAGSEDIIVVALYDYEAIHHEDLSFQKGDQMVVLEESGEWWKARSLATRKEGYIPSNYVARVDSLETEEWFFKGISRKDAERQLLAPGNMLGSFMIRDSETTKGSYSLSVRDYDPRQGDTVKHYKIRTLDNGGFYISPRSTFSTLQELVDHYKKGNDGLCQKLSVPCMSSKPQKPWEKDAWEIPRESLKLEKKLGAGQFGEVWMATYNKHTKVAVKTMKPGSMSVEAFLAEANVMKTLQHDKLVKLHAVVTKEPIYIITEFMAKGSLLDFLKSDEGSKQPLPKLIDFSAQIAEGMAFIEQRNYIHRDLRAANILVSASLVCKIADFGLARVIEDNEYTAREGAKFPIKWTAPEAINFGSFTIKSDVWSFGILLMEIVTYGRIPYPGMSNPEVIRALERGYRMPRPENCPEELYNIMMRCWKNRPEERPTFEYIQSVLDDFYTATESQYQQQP
# 14-3-3 Bad inh = disrupts binding of bovine 14-3-3 zeta to phospho-Bad peptide; P63103; TR-FRET 14-3-3zeta/Dy647-pBad peptide displacement, 1 h; inhibition, % at 21.7 µM; 220,000 tested, 0.71% active;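 active means inhibition above about 70%, limit read from the data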;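 further: 0% = full 14-3-3 plus peptide FRET controls and 100% = background without 14-3-3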
# Target sequence (P63103 whole entry, looked up): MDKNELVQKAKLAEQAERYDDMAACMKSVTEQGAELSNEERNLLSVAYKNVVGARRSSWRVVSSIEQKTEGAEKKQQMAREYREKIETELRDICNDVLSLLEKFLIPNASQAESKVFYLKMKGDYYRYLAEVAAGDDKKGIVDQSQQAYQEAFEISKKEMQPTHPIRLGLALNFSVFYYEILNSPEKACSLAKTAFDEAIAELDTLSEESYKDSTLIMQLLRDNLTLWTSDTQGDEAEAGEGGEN
# EBV gp42 inh = EBV gp42 inhibition | Q1HVG2 | Fluorescence polarization binding assay, mP read-out | inhibition, % (tested at 21.74 µM) | 220,000 tested, 0.42% active | AID 1085; in the data active means inhibition above about 50%
# Target sequence (Q1HVG2 whole entry, looked up): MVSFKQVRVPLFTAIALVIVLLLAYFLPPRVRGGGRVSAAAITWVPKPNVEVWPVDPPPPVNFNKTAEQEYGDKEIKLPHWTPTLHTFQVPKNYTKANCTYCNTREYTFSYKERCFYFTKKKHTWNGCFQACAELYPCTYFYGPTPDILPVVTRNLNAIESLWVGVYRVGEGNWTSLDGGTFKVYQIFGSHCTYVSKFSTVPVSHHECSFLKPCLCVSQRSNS
# TbHK1 inh = blocks Trypanosoma brucei hexokinase 1 activity; recombinant TbHK1, G6PDH-coupled NADH A340; inhibition, % at 10 µM; 220,000 tested, 0.11% active; AID 1430;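 active means inhibition of 50% or more in the single-dose primary screen; inactive means inhibition below 50%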
# MDM2 E3 inh = inhibitors of human Mdm2 E3 ubiquitin ligase; Q00987; cell-based MDM2 ubiquitination luciferase reporter, 2 h; 0 = plate control, 100 = twice control, blank-subtracted; signal enhancement, % at 5 µM; 210,000 tested, 0.11% active; AID 1230;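 active means signal enhancement of 30% or more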;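 further: luminescence tracks abundance of the self-degrading MDM2-luciferase fusion protein; higher signal means inhibition of MDM2 E3 ligase activity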
#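 Timing – 2 h compound exposure at 37 °C · Assay system – mammalian cells stably expressing self-ubiquitinating, self-degrading MDM2 E3–luciferase fusion · Amount – 2000 cells seeded into each well · Measure – % luminescence enhancement versus blank-corrected plate control mean · Measured by – SteadyLite luminescence, 15 min reagent step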
# Runt-CBFb FRET = blocks binding of human RUNX1 Runt domain to CBFb; Q01196+Q13951; Cerulean-Runt/Venus-CBFb FRET ratio 530/480, 1 h; inhibition, % at 20 µM; 220,000 tested, 0.46% active; AID 1496;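 active means inhibition over about 50% at 20 µM in the single-dose screen, limit read from the data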;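 further: 0% = DMSO wells and 100% = excess unlabeled CBFb competitor control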
#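 test system = Cerulean-Runt domain fusion protein, energy donor | probe or stimulus = Venus-CBFb binding partner, 100 nM | incubation = two 1 h room-temperature incubations shielded from light | detection = fluorescence energy transfer, 422 nm excitation, 530/480 nm emission | measure = loss of energy transfer signal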
# Runt-SMMHC FRET = Runt domain-CBFb-SMMHC interaction inhibition. inhibition, % at 20 µM. Q01196+Q13951. 220,000 tested, 0.74% active. Cerulean-Runt/Venus-CBFb-SMMHC FRET ratio 530/480, 1 h;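 active means mean inhibition across duplicate retests at 20 µM reaching about 50%, limit read from the data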;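 further: 0% = DMSO wells and 100% = wells with excess untagged CBFb-SMMHC; inhibitors lower the FRET ratio by blocking Runt binding to CBFb-SMMHC; some results filed as inactive read as strong as hits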
# NCF1 inh = blocks human p47phox regulatory protein of NADPH oxidases | P14598 | p47phox/p22phox peptide binding, fluorescence polarization, 2 h | inhibition, % at 24.7 µM | 220,000 tested, 0.53% active | AID 1274;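 active means inhibition above about 30%, limit read from the data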;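 further: 0% = p47phox with labelled peptide and 100% = labelled peptide alone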
# Numbers without * were called inactive; x = no result given; [ ] = dose if it differs, or a comment.
# Below each compound – Hck-Nef inh	TbHK1 inh	L929 necroptosis	NCF1 inh	Runt-SMMHC FRET	EBV gp42 inh	Runt-CBFb FRET	MDM2 E3 inh	14-3-3 Bad inh
- CCCc1nc2oc3c(NCCOCCO)ncnc3c2c2c1COC(C)(C)C2
  -2.6	-4.2	0.4	0.1	-2.2	-5.1	-1.0	-12.1	6.3
- Cc1cc(NC(=O)C2CC(c3cccc(Br)c3)=NO2)no1 (stereo not given)
  0.9	2.1	-0.3	-17.4	2.4	-2.5	-0.6	14.0	-7.2
- C=CCn1c(-c2cccc(OC)c2)n[nH]c1=S
  -0.2	-6.0	1.4	-3.5	8.9	-11.3	7.2	4.1	-1.7
- CC(=O)CCc1ccc2oc(C(=O)O)c(C)c2c1
  1.9	-1.9	1.0	0.6	-0.9	4.0	-2.3	-17.7	-0.1[fluorescence artefact?]
- Cc1[nH]n(-c2ccccc2)c(=O)c1C=NCCc1ccccc1
  27.5	-1.4	0.6	-5.9	0.7	-6.3	1.6	-11.8	0.0
- O=C(NC1CCCCCC1)c1cccs1
  0.4	-8.5	0.2	-10.3	0.9	2.6	-0.8	-4.4	-3.3
- CC(C)C(NS(=O)(=O)c1cccs1)C(=O)N1CCc2ccccc2C1 (stereo not given)
  -1.6	7.9	-0.8	-5.8	-0.3	-8.0	0.5	-10.8	0.0
- COc1ccc(-c2nn(CCC#N)cc2/C=N/O)cc1
  13.4	-1.0	1.7	-1.7	-1.6	-17.2	-0.7	-15.5	-4.6
- O=C(NCCC1=CCCCC1)C1CCN(S(=O)(=O)c2ccccc2)CC1
  22.8	4.8	9.0	2.8	-2.1	-0.5	0.0	5.2	-1.4
- O=C(COCC(=O)N/N=C/c1ccccc1F)N/N=C/c1ccccc1F
  0.8	-4.1	1.0	-9.7	0.4	-12.6	-0.2	-12.4	3.3[fluorescence artefact?]
- Cc1cc(N)n(-c2nc3ccccc3s2)n1
  25.4	-0.7	1.3	-17.0	x	-3.6	x	-21.0	-14.4
- CCOC(=O)C1=C(C)NC(C)=C(C(=O)OCC)C1/C=C/c1ccccc1
  2.0	-0.8	-0.3	-13.6	4.5	-3.1	0.5	1.8	2.3[fluorescence artefact?]
- Cc1ccc(CSCc2ccc(C(=O)NCC3CCCO3)o2)cc1 (stereo not given)
  -15.3	4.4	1.5	-7.6	3.2	-1.9	-1.7	-7.9	-12.1
- CCN(CC)S(=O)(=O)N1CCC(C(=O)NCC2COc3ccccc3O2)CC1 (stereo not given)
  1.4	0.5	0.0	13.8	-2.1	-3.1	1.1	0.1	9.3[fluorescence artefact?]
- COc1ccc(Cc2nn3c(-c4ccccc4Br)nnc3s2)cc1
  -3.7	0.4	-0.6	-2.6	-7.4	-11.9	1.2	-9.2	-6.6[fluorescence artefact?]
- Cc1nn(C)cc1CN1CCC(CO)(CCOc2ccccc2)CC1
  -5.5	7.5	-0.9	3.1	-10.2	-13.5	-1.2	-14.1	-8.2
- NC(=O)C1(NC(=O)[C@@H]2CC3(CC(c4cccc(NC(=O)c5cc([N+](=O)[O-])cc([N+](=O)[O-])c5)c4)=NO3)CN2C(=O)c2ccccc2)CC1 (stereo not given in full)
  0.1	-15.4	1.5	-12.3	2.3	-13.4	6.7	-13.1	-4.0
- CN(C)N1C(=O)CC(N2CCCCC2)C1=O (stereo not given)
  -15.6	-1.0	-0.3	-12.7	-6.8	-1.3	-1.6	-5.5	-11.6
- O=C(Nc1ccc(N2CCN(Cc3ccccc3Cl)CC2)cc1)c1cccnc1
  2.2	-4.5	-0.8	-3.6	-24.5	-5.6	-1.4	-7.0	3.4
- C/C(=N/NC(=O)c1cccs1)c1ccc(NC(=O)COc2ccc(Cl)cc2Cl)cc1
  14.4	1.7	0.1	5.6	-10.0	10.1	-5.0	-16.1	60.2
- COc1ccccc1-n1ccnc1SCC(=O)NC1CCCC1
  13.6	8.6	1.5	-1.9	0.1	-2.5	2.6	-25.2	0.7
- CN(C)S(=O)(=O)c1ccc(NC(=O)COC(=O)c2ccccn2)cc1
  2.0	0.6	0.2	-8.4	0.2	-14.7	0.8	-13.4	-9.3
- C[C@@H](C(=O)Nc1nc2ccc(F)cc2s1)N1C(=O)C2CC=CCC2C1=O (stereo not given in full)
  15.6	3.0	3.2	-3.7	1.3	6.5	2.5	-11.0	-5.4
- CSCCC(NC(=O)c1ccccc1)C(=O)OCC(=O)Nc1ccc(C)c(Cl)c1 (stereo not given)
  2.0	0.4	-0.2	-20.1	-7.2	17.9	-4.6	-13.1	2.8
- COc1ccccc1NC(=S)NCCc1ccc(Cl)cc1
  0.8	6.9	-0.2	-21.9	-5.9	-24.8	x	1.5	1.1
- Cc1sc2ncn(CCn3cnc4sc(C)c(C)c4c3=O)c(=O)c2c1C
  4.7	-3.3	-0.2	-7.5	-1.9	3.6	-2.5	-3.5	4.8
- CC12CC(NC(=O)N1CCc1ccccc1)c1cc(Cl)ccc1O2 (stereo not given)
  0.8	-0.1	0.1	-7.1	-1.2	-0.8	-6.0	-17.5	-0.4
- CCN1CCN(CCCNC(=O)C2c3ccccc3C(=O)N(C)C2c2ccc(OC)cc2)CC1 (stereo not given)
  2.3	-3.6	0.4	-0.1	-0.1	-12.2	0.7	-2.7	-11.5[fluorescence artefact?]
- CC(C)Cn1c(N2CCN(C(=O)/C=C/c3ccccc3)CC2)nc2ccccc21
  -2.3	-0.6	-0.4	-9.3	-5.7	13.0	3.4	-22.5	-12.4
- Cn1c(N)c(C(=O)COC(=O)C2CCC(C(C)(C)C)CC2)c(=O)n(C)c1=O (stereo not given)
  -0.7	-6.9	-0.7	-4.8	-6.8	0.6	-4.4	-19.4	28.9[fluorescence artefact?]

# A draw from above in order of molecular weight, descending:
# Below each compound – Hck-Nef inh	TbHK1 inh	L929 necroptosis	NCF1 inh	Runt-SMMHC FRET	EBV gp42 inh	Runt-CBFb FRET	MDM2 E3 inh	14-3-3 Bad inh
- C[C@@H](C(=O)Nc1nc2ccc(F)cc2s1)N1C(=O)C2CC=CCC2C1=O (stereo not given in full)
  15.6	3.0	3.2	-3.7	1.3	6.5	2.5	-11.0	-5.4
- Cc1nn(C)cc1CN1CCC(CO)(CCOc2ccccc2)CC1
  -5.5	7.5	-0.9	3.1	-10.2	-13.5	-1.2	-14.1	-8.2
- Cc1cc(N)n(-c2nc3ccccc3s2)n1
  25.4	-0.7	1.3	-17.0	x	-3.6	x	-21.0	-14.4

# (next part)
# Below each compound – Hck-Nef inh	TbHK1 inh	L929 necroptosis	NCF1 inh	Runt-SMMHC FRET	EBV gp42 inh	Runt-CBFb FRET	MDM2 E3 inh	14-3-3 Bad inh
- Cc1nn(-c2ccccc2)c(C)c1NC(=O)COc1ccc(Cl)cc1Cl
  -4.1	36.2	0.9	4.2	-5.4	18.5	-7.1	-15.8	3.3
- NC(=O)[C@H]1CC2(CC(c3cccc(NC(=O)COc4ccc(Cl)cc4)c3)=NO2)CN1C(=O)[C@H]1CCC(=O)N1 (stereo not given in full)
  30.3	-9.8	0.1	-4.3	2.0	0.1	0.9	5.3	3.2
- O=C(COC(=O)c1cccc(S(=O)(=O)N2CCc3ccccc3C2)c1)NCc1ccco1
  -2.4	2.9	0.0	-25.5	-3.7	-31.7	4.8	-8.6	6.2[fluorescence artefact?]
- O=C(N/N=C/c1ccco1)c1ccc(NC(=O)c2ccccc2Cl)cc1
  18.0	1.9	-1.4	-1.0	-1.0	-6.6	-1.4	-10.9	32.2
- COc1cc(C#N)ccc1OCC(=O)Nc1ccc(C)c(S(=O)(=O)N2CCOCC2)c1
  -25.7	-5.9	18.6	13.9	-0.3	-0.5	0.3	-4.9	1.4
- COC(=O)CSc1nc2ccccc2c(=O)n1C
  0.0	1.6	-0.2	-2.9	-2.1	-13.8	-0.5	-19.9	-2.2
- O=C(Nc1ccc2c(c1)oc1ccc(S(=O)(=O)N3CCCC3)cc12)C1CC1
  0.8	-3.4	0.1	-8.8	2.4	-3.5	2.2	-0.8	-1.3
- COC(=O)CN(c1cccc(OC)c1)S(C)(=O)=O
  2.7	7.3	-0.1	-4.8	1.0	-14.6	-3.0	-2.6	4.4
- COc1ccc(-n2c(=O)c3c4c(sc3n3c(=S)[nH]nc23)COC(C(C)C)C4)cc1 (stereo not given)
  -6.7	1.8	0.1	-14.8	10.4	-6.1	5.7	-21.5	0.0
- O=C(CCc1nnc(-c2ccc3c(c2)OCO3)o1)N1CCC(c2ccc(F)cc2)C1 (stereo not given)
  23.1	-1.8	1.9	-7.0	2.1	-10.1	-1.0	-9.1	-7.3
- CC1CCCCN1CCCn1c(=S)[nH]c2ccccc2c1=O (stereo not given)
  7.7	0.0	-1.6	-13.8	1.0	-25.9	0.2	-15.5	-9.2
- Cc1cc(C)c2nncn2n1
  18.0	-6.7	-0.2	-8.9	-8.8	-9.4	3.5	x	6.8
- CN(C)S(=O)(=O)Oc1cccc(C(=O)Nc2ccc([N+](=O)[O-])cc2)c1
  18.0	-5.7	8.7	-6.7	0.5	0.8	1.0	-27.2	-4.8
- O=C(NC(=S)NCC1CCCO1)c1ccc(Cl)cc1 (stereo not given)
  4.8	3.4	-0.3	-2.6	-2.3	-8.2	0.5	-1.1	-22.1[fluorescence artefact?]
- O=C(COC(=O)c1ccccc1NC(=O)c1ccco1)NC1CCS(=O)(=O)C1 (stereo not given)
  21.7	-6.4	2.9	0.6	-0.5	-11.9	2.2	5.4	-6.6
- Cc1noc(NS(=O)(=O)c2ccc(NC(=O)c3ccc(OC(C)C)cc3)cc2)c1C
  20.4	-3.5	1.3	-11.1	-2.9	-11.8	-1.9	-2.8	-1.6
- O=C(CCCCCn1c(SCC(=O)c2ccccc2)nc2ccccc2c1=O)NCc1ccco1
  6.9	1.0	2.6	-11.1	-10.0	-7.1	0.3	-3.3	7.8[fluorescence artefact?]
- O=C(c1ccccc1)c1ccccn1
  13.7	-3.1	-0.2	15.6	-3.4	18.3	0.3	-1.0	-3.7
- CCOc1ccc(/C=N/NC(=O)c2c(C)n(C)c3ccc(OC)cc23)cc1
  2.9	-9.5	1.9	-8.4	0.7	-14.5	-5.9	7.8	-2.6[fluorescence artefact?]
- O=C(NC(=S)Nc1ccccc1N1CCCC1)c1ccco1
  2.8	-16.7	-0.7	-2.2	-4.3	27.1	32.5	-3.4	-5.7
- Clc1cc2c(c(CSc3nc4ccccc4n4cccc34)c1)OCOC2
  15.7	-19.5	0.3	-14.1	0.6	-15.4	0.9	-18.5	-6.6
- CCOC(=O)C1=C(N)OC2=C(C(=O)CCC2)C1c1sccc1C (stereo not given)
  2.0	-5.1	0.4	-8.4	-2.6	-12.2	-2.3	0.8	-6.4[fluorescence artefact?]
- CCCCc1nnc(NC(=O)C(=O)OCC)s1
  -16.2	-6.1	1.8	5.1	2.4	-7.9	2.0	-13.4	-2.1
- COC(=O)c1cc(NC(=O)Cc2coc3cc(OC)ccc23)cc(C(=O)OC)c1
  2.2	2.2	1.6	-39.8	-6.3	-21.0	-1.7	-10.2	-13.1
- NC(=O)c1nc(C2CCCCC2)nc2c1[nH]c(=O)n2-c1ccc(F)cc1
  0.1	-2.5	-1.1	-12.6	2.2	-7.4	1.2	-14.1	1.4
- CCOC(=O)c1[nH]cnc1C(=O)Nc1cccc(OC)c1
  11.7	-3.6	-0.7	3.9	-0.3	6.9	4.1	-14.1	7.1
- Cc1cccc(C)c1NC(=O)COC(=O)c1ccc2c(c1)OCO2
  16.2	0.5	-0.3	-33.1	0.1	-4.4	-0.6	-5.1	1.2

# Bioassay records as filed in PubChem BioAssay.
